HRas wt GTP bind = modulators of GTP binding to human HRas wildtype; P01112; GST-Ras wt beads, Bodipy-FL-GTP binding, flow cytometry; actives lie on both sides; GTP binding activity, % at 10 µM; 0.14% of 190,000 active; AID 759;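 active = GTP binding activity at least 20% away from the 100% baseline, either lowered as inhibitor or raised as activator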;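 also: 0% = unlabeled GTP competition control and 100% = no-compound control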
Target sequence (P01112 whole entry, looked up): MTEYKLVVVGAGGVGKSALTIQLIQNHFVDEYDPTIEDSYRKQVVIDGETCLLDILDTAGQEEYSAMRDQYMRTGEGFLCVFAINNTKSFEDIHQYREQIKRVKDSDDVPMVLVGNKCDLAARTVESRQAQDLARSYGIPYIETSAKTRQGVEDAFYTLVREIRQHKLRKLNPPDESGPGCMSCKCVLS
Rab7 wt GTP bind = dog Rab7 wildtype GTP binding, inhibitors and activators; GTP binding activity (percent of control), % at 10 µM; GST-Rab7 beads, fluorescent GTP binding, flow cytometry; actives lie on both sides; untreated = 100%, excess cold GTP = 0%; 0.055% of 190,000 active;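 active = fluorescent GTP binding to Rab7 beads changed by at least 20 points from the 100% baseline, either direction, mostly lower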;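 also: median green fluorescence of bound Bodipy-FL-GTP per Rab7 bead population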
Mcl1-Bid inh = Mcl-1/Bid interaction inhibition | Q07820 | TR-FRET Mcl-1/Bid-Dy647 peptide binding, 1536-well | inhibition, % at 21.7 µM | 0.97% of 220,000 active | AID 1021;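 active = compounds that cut the binding signal by more than half at the single screening dose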;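 also: His-tagged Mcl-1 with europium anti-His antibody binding Bid BH3 peptide; 0% = Mcl-1 plus peptide wells and 100% = peptide-only wells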
Target sequence (Q07820 whole entry, looked up): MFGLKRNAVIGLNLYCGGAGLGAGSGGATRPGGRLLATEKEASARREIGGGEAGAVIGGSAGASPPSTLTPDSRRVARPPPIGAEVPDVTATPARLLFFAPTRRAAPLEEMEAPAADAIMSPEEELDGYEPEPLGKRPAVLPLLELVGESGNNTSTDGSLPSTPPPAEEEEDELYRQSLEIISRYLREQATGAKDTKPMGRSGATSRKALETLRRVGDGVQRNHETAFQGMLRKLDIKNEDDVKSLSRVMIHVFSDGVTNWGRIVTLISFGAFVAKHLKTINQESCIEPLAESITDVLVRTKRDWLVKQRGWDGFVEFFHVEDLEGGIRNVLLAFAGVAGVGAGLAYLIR
Rac1 wt GTP bind = human Rac1 wildtype GTP binding, inhibitors and activators; 0.27% of 190,000 active; GST-Rac1 beads, fluorescent GTP binding, flow cytometry; actives lie on both sides; 0 = cold GTP competed, 100 = untreated; GTP binding activity (% of control), % at 10 µM;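 active = GTP binding activity at least 20 points away from the 100% control level, either lower or higher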
Cdc42 wt = modulators (inhibitors or activators) of GTP binding to human Cdc42 wildtype. P60953. GST-Cdc42 beads, Bodipy-GTP binding, flow cytometry; actives lie on both sides. percent activity (GTP binding), % at 10 µM. 0.2% of 190,000 active. AID 761;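 active = percent activity GTP binding at least 20 points away from the 100% baseline, either down as inhibitor or up as activator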;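 also: median bead fluorescence of bound Bodipy-FL-GTP at 100 nM; 0% = excess unlabeled GTP control and 100% = no compound control; below 100% means less GTP binding so inhibitor and above means activator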
Target sequence (P60953 whole entry, looked up): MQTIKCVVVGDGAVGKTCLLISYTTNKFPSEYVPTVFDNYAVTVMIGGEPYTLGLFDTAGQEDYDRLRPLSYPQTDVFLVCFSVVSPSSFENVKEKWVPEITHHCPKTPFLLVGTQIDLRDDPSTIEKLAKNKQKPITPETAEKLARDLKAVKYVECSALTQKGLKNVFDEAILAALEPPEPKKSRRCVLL
Mcl1 Noxa PPI = disrupts binding of human Mcl-1 to Noxa peptide. Q07820. TR-FRET Mcl-1/Noxa peptide binding, 2 h. inhibition, % at 21.7 µM. 1.5% of 220,000 active. AID 1022;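 active = compounds that cut the protein-peptide binding signal by more than 50% relative to plate controls in a single-dose test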;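 also: His-tagged Mcl-1 with rhodamine Noxa BH3 peptide and terbium anti-His antibody; 0% = Mcl-1 plus Noxa peptide wells and 100% = peptide-only wells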
Pf gametocyte = inhibitors of late stage P. falciparum gametocyte viability. inhibition, % at 10.9 µM. 0.065% of 150,000 active. P. falciparum stage V gametocytes, ATP luminescence, 24 h. AID 743093;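 active = inhibition above the mean plus 3 SD of compounds within the control limits, set per campaign, cut at about 38% in these data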;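 also: 0% = DMSO wells and 100% = medium only without gametocytes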
Rab2 wt GTP = changes GTP binding to wildtype dog Rab2A, up or down; GST-Rab2 wt beads, Bodipy-GTP binding, flow cytometry; GTP binding activity, % at 10 µM; 0.19% of 190,000 active;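 active = GTP binding activity at least 20 points away from 100%, either lowered or raised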;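 also: 0% = beads with excess unlabeled GTP and 100% = no-compound control corrected for plate trend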
Bim-Mcl-1 = disrupts Bim peptide binding to human Mcl-1 | Q07820 | Bead-based flow cytometry, Bim peptide-Mcl-1 binding | inhibition, % at 10 µM | 0.1% of 190,000 active | AID 1009; in the data active = inhibition above about 40%;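 also: 0% = no compound tracer wells and 100% = peptide blocker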
Avidin fluor = compound fluoresces at 488/530 nm on avidin beads; compound fluorescence 488/530 nm, flow cytometry; stronger effect = higher value; fluorescence (KMESF) at 10 µM; 0.38% of 220,000 active; AID 1775; in the data active = fluorescence above about 47; also: inactives centre near 10
Rac1 mut GTP = modulators of GTP binding to human Rac1 activated mutant. 0.11% of 190,000 active. GST-Rac1 activated beads, fluorescent GTP binding, flow cytometry; actives lie on both sides; 100% means binding = to untreated wells. percent activity (GTP binding), % at 10 µM. AID 764;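 active = GTP binding at least 20 percentage points away from the 100% baseline, in either direction, so actives lie on both sides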
The depositor's hits bear a star; / = no result given.

#	smiles	HRas wt GTP bind	Rab7 wt GTP bind	Mcl1-Bid inh	Rac1 wt GTP bind	Cdc42 wt	Mcl1 Noxa PPI	Pf gametocyte	Rab2 wt GTP	Bim-Mcl-1	Avidin fluor	Rac1 mut GTP
1	Cc1[nH]nc(NCCO)c1[N+](=O)[O-]	97	104	-7	95	95	-23	9	97	1	24	93
2	Cc1cccc(-n2c(N)c(-c3nc4ccccc4n3C)c3nc4ccccc4nc32)c1	96	96	-11	96	98	12	/	95	0	14	98
3	O=C1CCN(S(=O)(=O)c2cccs2)c2ccc(C(F)(F)F)cc2N1	100	103	-26	98	98	0	16	101	-3	13	97
4	NC(Cc1ccccc1)C(O)(c1ccccc1)c1ccccc1 (centres undefined)	96	101	-23	100	98	4	-8	96	-3	13	96
5	CN(C)S(=O)(=O)Nc1ccc(Oc2ccccc2)cc1	102	103	2	104	103	-56	-58	102	-2	25	102
6	CC1Cc2ccccc2N1S(=O)(=O)c1ccc2c(c1)n(C)c(=O)c(=O)n2C (centres undefined)	103	103	-18	107	102	-2	-20	101	-1	12	99
7	Cc1cc(C)n(/N=C/c2ccc(C(C)C)cc2)c(=O)c1C#N	97	97	2	100	96	3	-2	98	-4	6	96
8	COc1ccc(Cl)cc1NC(=O)CN(C)CC(=O)NC(C)c1ccccc1 (centres undefined)	97	95	1	101	96	-5	15	95	5	11	95
9	CCOc1ccc(N2CC(C(=O)Nc3c(C)n(C)n(-c4ccccc4)c3=O)CC2=O)cc1 (centres undefined)	98	101	-4	101	100	-5	22	100	-1	20	100
10	N#CCc1c(C#N)c(N)nc(N2CCCC(O)C2)c1C#N (centres undefined)	96	100	-27	99	92	11	4	94	1	22	96
11	O=C(NCc1ccncc1)c1ccc(Br)o1	103	101	36	107	105	10	0	102	1	14	103
12	COc1cc2c(cc1NC(=O)c1ccc(C)c([N+](=O)[O-])c1)oc1ccccc12	101	102	-35	105	104	-5	3	100	-3	15	99
13	NC(=O)c1cc2ccccc2o/c1=N\NC(=O)c1ccncc1	92	91	0	91	92	7	-1	91	4	21	94
14	Cc1occc1-c1nnc(SCC(=O)Nc2nccs2)n1Cc1ccco1	105	104	-32	104	102	-1	/	104	0	6	102
15	COC(=O)CSc1cc(SCC(=O)OC)c(C#N)c(SCC(=O)OC)c1	101	103	-2	103	102	-4	/	101	-3	35	98
16	COc1ccc(CCNC(=O)Cn2nnc(-c3ccc(OC)c(OC)c3)n2)cc1OC	96	99	-3	99	93	-2	3	96	0	10	97
17	CC1=C(/C=N/Nc2ccc([N+](=O)[O-])cc2[N+](=O)[O-])C(C)(C)CCC1	98	97	0	104	98	12	20	95	-1	13	95
18	COc1cc(C(=O)OCC(=O)NCc2ccco2)cc(OC)c1OC	96	97	-15	94	96	13	-23	92	-3	30	94
19	Oc1ccc(Nc2nc(-c3ccc(O)cc3)cs2)cc1	95	98	-20	94	97	17	-23	95	-1	6	93
20	C=CCn1c(SC(C)C(=O)NCc2ccc3c(c2)OCO3)nc2scc(-c3ccccc3)c2c1=O (centres undefined)	101	100	-5	104	101	-7	/	99	0	13	99
21	COc1ccccc1C(=O)Nc1ccc(S(=O)(=O)N2CCCC2)cc1	99	101	4	99	99	11	/	101	-3	2	98
22	COc1ccc(C(=O)Nc2cc(Cl)cc(Cl)c2)c(OC)n1	101	100	-13	106	106	-6	/	101	-5	20	100
23	C=CCn1c(SCc2c(F)cccc2Cl)nnc1-c1ccco1	100	98	16	101	101	-11	10	99	0	36	100
24	CC1(C)CC(=O)C2=C(C1)N(c1ccc(Cl)cc1)C(=O)C2(O)C(F)(F)F (centres undefined)	101	100	-18	106	101	-3	9	98	-1	4	100
25	CCCCOC(=O)C1CN(c2ccccc2)N=C1C(C)=O (centres undefined)	99	104	-73	98	99	24	-11	100	-1	9	94
26	CC(C)N(C)CCOC(=O)/C=C/c1ccccc1	94	94	-16	96	94	1	/	94	-5	1	99
27	Cc1noc(C)c1COc1ccc(C(=O)OCC(=O)NC2CCCCC2C)cc1 (centres undefined)	104	104	-1	105	104	-1	/	106	0	28	100
28	COc1ccc(/C=C(/NC(=O)c2ccc(OC)c(OC)c2)C(=O)NCCc2c[nH]c3ccccc23)cc1	102	105	-52	108	106	7	4	101	4	15	101
29	CCN1CCN(C(=O)CN(C)S(=O)(=O)c2ccc(OC)c(C)c2)CC1	106	103	-13	104	107	8	/	108	0	7	103
30	C=CCn1c(=S)[nH]c2sc3c(c2c1=O)CCC3	102	102	-56	102	101	56*	/	96	-4	7	98

Copied from above, compounds 16 to 19
#	smiles	HRas wt GTP bind	Rab7 wt GTP bind	Mcl1-Bid inh	Rac1 wt GTP bind	Cdc42 wt	Mcl1 Noxa PPI	Pf gametocyte	Rab2 wt GTP	Bim-Mcl-1	Avidin fluor	Rac1 mut GTP
16	COc1ccc(CCNC(=O)Cn2nnc(-c3ccc(OC)c(OC)c3)n2)cc1OC	96	99	-3	99	93	-2	3	96	0	10	97
17	CC1=C(/C=N/Nc2ccc([N+](=O)[O-])cc2[N+](=O)[O-])C(C)(C)CCC1	98	97	0	104	98	12	20	95	-1	13	95
18	COc1cc(C(=O)OCC(=O)NCc2ccco2)cc(OC)c1OC	96	97	-15	94	96	13	-23	92	-3	30	94
19	Oc1ccc(Nc2nc(-c3ccc(O)cc3)cs2)cc1	95	98	-20	94	97	17	-23	95	-1	6	93

Next section.
[31] O=C(NCc1cccnc1)c1cccnc1-c1nc2ccccc2s1
[32] O=C(CCCNc1ccccc1)N/N=C/c1cccs1
[33] CCC(=O)c1ccc(-c2ccccc2)cc1
[34] O=C(Nc1ccc(Cl)cc1)OCCn1nnnc1C(c1ccccc1Cl)N1CCOCC1 (centres undefined)
[35] O=C(Nc1ccccc1)c1ccccc1NS(=O)(=O)c1ccc(Cl)s1
[36] CCCCS(=O)CC(CS(=O)CCCC)OC(=O)c1ccc(C)cc1 (centres undefined)
[37] CCCOc1ccc(C2C(=O)N(C3CCCCC3)CC(=O)N2CCC)cc1OC (centres undefined)
[38] CC1=Nc2cccc3cccc(c23)N1C
[39] CCCNC(=O)CCNC(=O)c1ccc(C(C)(C)C)cc1
[40] O=C(NC12CC3CC(CC(C3)C1)C2)N1CCN(c2ncccn2)CC1
Assay by compound	31	32	33	34	35	36	37	38	39	40
HRas wt GTP bind	101	98	99	108	98	102	96	101	101	98
Rab7 wt GTP bind	103	109	96	107	97	101	95	95	100	108
Mcl1-Bid inh	-3	-17	-38	-3	4	-33	-11	-38	12	-4
Rac1 wt GTP bind	104	102	101	111	104	108	95	106	103	100
Cdc42 wt	98	100	104	110	96	105	98	103	103	97
Mcl1 Noxa PPI	22	3	-13	2	8	3	8	61*	17	4
Pf gametocyte	6	0	9	/	/	/	/	/	-11	-9
Rab2 wt GTP	101	102	100	106	97	103	97	100	103	100
Bim-Mcl-1	-2	-1	4	-2	1	-1	-4	-3	2	0
Avidin fluor	17	12	6	37	6	4	26	12	26	12
Rac1 mut GTP	96	99	96	106	98	102	96	104	99	95

Whole records from above.
O=C(Nc1ccccc1)c1ccccc1NS(=O)(=O)c1ccc(Cl)s1 reads HRas wt GTP bind: 98; Rab7 wt GTP bind: 97; Mcl1-Bid inh: 4; Rac1 wt GTP bind: 104; Cdc42 wt: 96; Mcl1 Noxa PPI: 8; Pf gametocyte: /; Rab2 wt GTP: 97; Bim-Mcl-1: 1; Avidin fluor: 6; Rac1 mut GTP: 98
CC1=Nc2cccc3cccc(c23)N1C reads HRas wt GTP bind: 101; Rab7 wt GTP bind: 95; Mcl1-Bid inh: -38; Rac1 wt GTP bind: 106; Cdc42 wt: 103; Mcl1 Noxa PPI: 61*; Pf gametocyte: /; Rab2 wt GTP: 100; Bim-Mcl-1: -3; Avidin fluor: 12; Rac1 mut GTP: 104
O=C(NC12CC3CC(CC(C3)C1)C2)N1CCN(c2ncccn2)CC1 reads HRas wt GTP bind: 98; Rab7 wt GTP bind: 108; Mcl1-Bid inh: -4; Rac1 wt GTP bind: 100; Cdc42 wt: 97; Mcl1 Noxa PPI: 4; Pf gametocyte: -9; Rab2 wt GTP: 100; Bim-Mcl-1: 0; Avidin fluor: 12; Rac1 mut GTP: 95

Next section.
[41] O=C(CCCCCN1C(=O)c2cccc3cccc(c23)C1=O)N1CCOCC1
[42] FC(F)Oc1ccc(NC(=S)N2CCc3ccccc32)cc1
[43] Clc1ccc(SCc2cc(-c3ccc(Cl)cc3)on2)cc1
[44] c1ccc(CSc2ncn(-c3ccccc3)n2)cc1
[45] COc1cc(C(=O)Nc2ccc(S(=O)(=O)NC(C)(C)C)cc2)cc(OC)c1OC
Assay by compound	41	42	43	44	45
HRas wt GTP bind	97	95	96	93	102
Rab7 wt GTP bind	100	92	96	91	98
Mcl1-Bid inh	-14	-19	-1	-7	8
Rac1 wt GTP bind	104	99	98	90	101
Cdc42 wt	98	95	93	93	101
Mcl1 Noxa PPI	1	-4	-7	-1	8
Pf gametocyte	8	-4	-11	/	/
Rab2 wt GTP	96	96	94	92	98
Bim-Mcl-1	-5	-8	-1	0	-1
Avidin fluor	11	6	7	22	11
Rac1 mut GTP	98	93	93	94	98

Along the list, from the results shown:
Entries 41 to 45 in Rab7 wt GTP bind: 100, 92, 96, 91, 98
Entries 41 to 45 in Cdc42 wt: 98, 95, 93, 93, 101
Entries 41 to 45 in Rab2 wt GTP: 96, 96, 94, 92, 98

Compound activity as filed in PubChem BioAssay.
